tim23-1 inh: growth inhibitors of tim23-1 mutant yeast; S. cerevisiae tim23-1 growth, BacTiter-Glo luminescence, 24 h; inhibition, % at 20 µM; 330,000 compounds, 1.3% hits;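 active means growth inhibition of the mutant yeast at or above 50%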;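 further: temperature-sensitive mutant grown at 25 °C; plate controls were DMSO-treated mutant yeast for no effect and medium wells lacking yeast for full effect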
GRIN3A LBD mod: modulates the human NR3A ligand-binding domain; NR3A LBD differential scanning fluorimetry, Tm shift; 0% = protein alone, 100% = glycine-bound protein; 340,000 compounds, 2.5% hits; Tm shift relative to glycine control, % at 25 µM;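 active means melting temperature shift of at least 10% of the positive control shift, at one fixed dose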
UPR CHOP act: activators of apoptotic arm of unfolded protein response (CHOP); AID 449763; CHO-CHOP luciferase reporter, UPR activation, luminescence; percent of tunicamycin response over DMSO baseline; 330,000 compounds, 0.34% hits; activation, % at 10 µM;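 active means at 10 µM dose, activation of 40% or more, normalized to positive control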;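 further: 100% = tunicamycin at 10 µg/mL and 0% = DMSO alone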
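Material: CHO-CHOP cells, stable luciferase reporter of PERK-eIF2a-CHOP signalling; quantity: 500 reporter cells seeded per well; buffer or medium: F12 medium containing 10% fetal bovine serum; compound: one dose, 10 µM in 0.5% DMSO; incubation: 6 h compound treatment, 37 °C; measured by: Steady-Glo luciferase luminescence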
TIM10 inh: inhibits growth of TIM10 yeast strain; S. cerevisiae TIM10 strain growth, BacTiter-Glo luminescence, 24 h; inhibition, % at 10 µM; 330,000 compounds, 1.4% hits; AID 463195;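 active means inhibition of 40% or more at the single tested concentration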;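 further: wild-type TIM10 isogenic control strain grown at permissive 25 °C; 0% = DMSO yeast wells and 100% = minimal medium wells without yeast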
NLRP3 yeast inh: blocks the NALP3 inflammasome reconstituted in yeast; Yeast reconstituted NLRP3/ASC/caspase-1, beta-gal luminescence, 24 h; inhibition, % at 10 µM; 330,000 compounds, 0.39% hits;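 active means inhibition of 50% or more; inactive means inhibition below 50%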;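 further: plate controls were induced DMSO wells for no effect and uninduced yeast grown without galactose for full effect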
XBP1 UPR activ: adaptive UPR (XBP1) activation; 330,000 compounds, 0.33% hits; activation, % at 20 µM; CHO-XBP1 luciferase reporter, IRE1-XBP1 UPR activation, luminescence; percent of tunicamycin response, DMSO as zero; AID 463104;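 active means versus positive control, 20 µM dose yields 30% or more activation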;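 further: 100% = tunicamycin at 10 µg/mL and 0% = DMSO only wells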
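Material: CHO cell line with stable XBP1 luciferase reporter; schedule: 16-18 h cell attachment at 37 °C, then 6 h compound exposure; signal: glow luminescence from Steady-Glo reagent; medium: serum-containing F12 medium, 10% FBS; benchmarks: tunicamycin 10 µg/mL and vehicle-only wells; read-out: percent activation relative to tunicamycin reference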
Mdm2-MdmX inh: inhibitors of human Mdm2/MdmX interaction; 330,000 compounds, 3% hits; SaOS-2 split-luciferase Mdm2/MdmX complementation, luminescence; O15151+Q00987; inhibition, % at 8 µM;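 active means inhibition of at least 50% at 8 µM in the primary screen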
Target sequence (O15151 whole entry, looked up): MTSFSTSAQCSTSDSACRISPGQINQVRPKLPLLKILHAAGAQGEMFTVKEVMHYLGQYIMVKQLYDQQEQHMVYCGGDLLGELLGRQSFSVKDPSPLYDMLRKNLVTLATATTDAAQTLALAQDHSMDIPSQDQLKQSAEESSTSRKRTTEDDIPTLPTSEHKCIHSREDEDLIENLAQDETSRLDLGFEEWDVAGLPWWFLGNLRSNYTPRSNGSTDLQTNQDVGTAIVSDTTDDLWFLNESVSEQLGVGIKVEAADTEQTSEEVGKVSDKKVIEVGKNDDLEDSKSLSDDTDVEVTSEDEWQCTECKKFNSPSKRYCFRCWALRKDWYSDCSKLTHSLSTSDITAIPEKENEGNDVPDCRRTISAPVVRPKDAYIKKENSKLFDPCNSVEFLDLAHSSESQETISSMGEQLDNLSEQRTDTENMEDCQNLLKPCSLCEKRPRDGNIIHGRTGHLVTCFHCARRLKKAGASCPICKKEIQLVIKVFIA
Target sequence (Q00987 whole entry, looked up): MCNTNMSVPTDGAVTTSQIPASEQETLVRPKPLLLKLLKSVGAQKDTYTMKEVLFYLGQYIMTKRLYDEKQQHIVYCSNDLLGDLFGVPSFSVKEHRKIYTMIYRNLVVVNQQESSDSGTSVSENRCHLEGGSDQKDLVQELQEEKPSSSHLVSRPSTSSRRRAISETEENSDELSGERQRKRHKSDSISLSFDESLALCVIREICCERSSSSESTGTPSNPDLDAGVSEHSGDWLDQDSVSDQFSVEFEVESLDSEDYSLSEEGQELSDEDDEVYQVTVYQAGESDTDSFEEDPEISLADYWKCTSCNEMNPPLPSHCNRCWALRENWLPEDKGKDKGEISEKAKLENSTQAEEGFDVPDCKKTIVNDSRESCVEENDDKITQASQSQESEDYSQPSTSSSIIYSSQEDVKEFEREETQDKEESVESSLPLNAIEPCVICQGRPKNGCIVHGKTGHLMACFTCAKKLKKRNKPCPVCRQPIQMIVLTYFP
APJ agonist: activates the human apelin receptor APJ; P35414; activation, % at 20 µM; CHO-K1 APJ PathHunter beta-arrestin, luminescence; 0% DMSO wells, 100% apelin; AID 2520; 330,000 compounds, 0.11% hits;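 active means activation more than six SD over the plate average, tested at 20 µM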;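 further: 0% = DMSO alone and 100% = apelin-13 at 10 nM; some results filed as inactive read as strong as hits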
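Assay system: CHO-K1 APJ beta-arrestin complementation cell line / Compound: single test compound dose, 20 µM final, 1% DMSO / Times: overnight seeding, 90 min compound at 25 °C, 1 h detection / Technique: beta-gal luminescence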
tim10-1 inh: tim10-1 yeast growth inhibition; inhibition, % at 20 µM; S. cerevisiae tim10-1 ts strain growth, BacTiter-Glo, 24 h; AID 463190; 330,000 compounds, 2.2% hits;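 active means inhibition of at least 40%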;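 further: mutant grown at 25 °C; 0% = DMSO wells with yeast and 100% = wells holding no yeast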
* hit, by the source's call; nt = not tested or not shown.

1. O=C(NC1CCCC1)c1ccc(Br)c(S(=O)(=O)N2CCCCC2)c1
2. Cc1ccc(NC(=O)CSCc2cc(=O)n3ccsc3n2)c(C)c1
3. Cc1cccc(OCc2nnc(NC(=O)c3cccs3)s2)c1
4. CCOC(=O)c1nc(-c2ccc(OC)c(OC)c2)cnc1C#N
5. Cc1nc([N+](=O)[O-])c(C(=O)OCc2ccccc2F)n1C
6. COC(=O)c1cccc(NC(=O)c2cnccn2)c1
compound no.	1	2	3	4	5	6
tim23-1 inh	12	-3	-8	-8	5	-1
GRIN3A LBD mod	-3	-3	-2	1	0	-1
UPR CHOP act	-0.2	-0.2	1.3	2.1	0.8	1.1
TIM10 inh	10	11	6	-6	-4	-6
NLRP3 yeast inh	2	9	10	-4	17	22
XBP1 UPR activ	-1	1	0	2	-1	-3
Mdm2-MdmX inh	-38	-5	5	16	-16	17
APJ agonist	-2	-1	-3	0	-6	-4
tim10-1 inh	7	14	-2	26	22	-17

Compounds from the list above with sulfur (3):
1. O=C(NC1CCCC1)c1ccc(Br)c(S(=O)(=O)N2CCCCC2)c1
2. Cc1ccc(NC(=O)CSCc2cc(=O)n3ccsc3n2)c(C)c1
3. Cc1cccc(OCc2nnc(NC(=O)c3cccs3)s2)c1
compound no.	1	2	3
tim23-1 inh	12	-3	-8
GRIN3A LBD mod	-3	-3	-2
UPR CHOP act	-0.2	-0.2	1.3
TIM10 inh	10	11	6
NLRP3 yeast inh	2	9	10
XBP1 UPR activ	-1	1	0
Mdm2-MdmX inh	-38	-5	5
APJ agonist	-2	-1	-3
tim10-1 inh	7	14	-2

Continuation.
7. COc1cccc(/C=C/c2nc3c(cnn3-c3ccccc3)c(=O)[nH]2)c1
8. O=C(Nc1ccc(S(=O)(=O)N2CCCC2)cc1)c1cccc(OC(F)F)c1
9. COc1ccc2c(c1)N(C(=O)CN1C(=O)C3CCCCC3C1=O)C(C)(C)C=C2C (stereo not drawn)
10. COc1ccc(/C=N/NC(=S)NC2CCS(=O)(=O)C2)cc1OC (stereo not drawn)
11. NC(=O)c1ccsc1NC(=O)c1coc2ccccc2c1=O
12. Cc1ccc(S(=O)(=O)N2CCC(C(=O)N3CC(C)OC(C)C3)CC2)cc1 (stereo not drawn)
compound no.	7	8	9	10	11	12
tim23-1 inh	-14	21	53*	11	-4	3
GRIN3A LBD mod	1	19*	2	0	-2	0
UPR CHOP act	0.7	0.5	0.3	-2.3	2.0	1.9
TIM10 inh	4	10	33	6	14	1
NLRP3 yeast inh	13	3	4	-1	-5	8
XBP1 UPR activ	1	-1	0	4	-2	-3
Mdm2-MdmX inh	41	27	-4	10	-85	13
APJ agonist	3	13	-3	0	1	-2
tim10-1 inh	16	17	51*	-10	0	-12

13. CN1CCC(N(C)C(=O)c2cc(S(=O)(=O)N(C)c3ccccc3)ccc2Cl)CC1
14. COc1cccc2[nH]c(C(=O)NC(C)c3ccccc3)cc12 (stereo not drawn)
15. CN1c2ccc([N+](=O)[O-])cc2N(C)C1(C)c1ccccc1 (stereo not drawn)
16. Cc1ccc(-n2nnnc2SC(C)C(=O)NCC(=O)Nc2ccc(F)c(F)c2F)c(C)c1 (stereo not drawn)
17. CCOc1cc(-c2nc3cc(C)ccn3c2NCC2CCCO2)ccc1O (stereo not drawn)
18. CC(C)N(Cc1ccccc1)C(=O)COC(=O)c1ccc2ncsc2c1
compound no.	13	14	15	16	17	18
tim23-1 inh	-1	22	19	14	19	17
GRIN3A LBD mod	1	0	3	-8	-4	-1
UPR CHOP act	1.5	0.4	1.9	-2.9	-1.8	-1.6
TIM10 inh	-8	-3	9	0	5	-13
NLRP3 yeast inh	-5	18	27	-7	6	22
XBP1 UPR activ	-1	-4	-4	-1	1	0
Mdm2-MdmX inh	9	19	39	19	22	7
APJ agonist	-4	0	-9	-3	3	-1
tim10-1 inh	2	24	24	29	32	6

19. COCCNc1oc(Cc2cccc3ccccc23)nc1C#N
20. O=C(/C=C/c1ccccc1)NC(=S)NNC(=O)Cc1cccs1
21. CSCCC(NC(=O)/C(=C\c1ccco1)NC(=O)c1ccco1)C(=O)O (stereo not drawn)
22. COc1ccc(C(=O)NNC(=O)CCc2ccccc2OC)cc1
23. CCOC(=O)c1[nH]c2ccc(OC)cc2c1NC(=O)CN1CCN(c2ccccn2)CC1
24. O=C(C1CCCO1)N1CCN(S(=O)(=O)c2ccc(Cl)cc2)CC1 (stereo not drawn)
compound no.	19	20	21	22	23	24
tim23-1 inh	29	-4	2	13	18	-2
GRIN3A LBD mod	0	-2	2	1	nt	1
UPR CHOP act	2.1	-0.8	1.7	0.9	1.3	-0.6
TIM10 inh	-7	5	-2	-12	12	1
NLRP3 yeast inh	12	23	10	5	-4	23
XBP1 UPR activ	-2	0	0	1	-3	-3
Mdm2-MdmX inh	2	10	0	23	-16	-4
APJ agonist	0	-4	1	0	-1	4
tim10-1 inh	18	23	0	9	17	6

25. CC(=O)Nc1cccc(C(=O)OCC(=O)NCc2ccc(F)cc2)c1
26. Cc1ccc(CNC(=O)CCC2CCCN(C(=O)CCC(F)(F)F)C2)o1 (stereo not drawn)
27. C=CCn1c2[n+](c3ccccc3c1=O)CCCCC2
28. Cc1c(C(=O)N2CCc3ccccc3C2)sc2nc(-c3ccccc3)cn12
29. Cc1cccc(Cn2c(SCC(=O)Nc3ccccc3)nc3c2c(=O)[nH]c(=O)n3C)c1
30. CC(=O)N1c2ccccc2-c2nc3ccccc3n2C1C (stereo not drawn)
compound no.	25	26	27	28	29	30
tim23-1 inh	6	13	-13	41	-3	15
GRIN3A LBD mod	-1	0	-1	-2	-9	-1
UPR CHOP act	2.3	0.2	-0.1	0.6	-1.7	2.0
TIM10 inh	-4	17	7	36	3	13
NLRP3 yeast inh	-8	4	20	15	-5	22
XBP1 UPR activ	3	2	-6	4	2	-5
Mdm2-MdmX inh	11	5	27	-30	12	41
APJ agonist	-4	-2	-5	2	-5	-2
tim10-1 inh	14	12	-14	51*	-3	3

31. COc1cc(NC(=O)c2cccc(F)c2)cc(OC)c1OC
32. O=C(Nc1ccccc1)N1CCCC(c2nc(-c3ccc(F)cc3)no2)C1 (stereo not drawn)
33. CC1CN(C(=O)c2ccc(S(=O)(=O)Nc3ccccc3F)cc2)CC(C)O1 (stereo not drawn)
34. CN(CCc1ccccn1)C(=O)c1cccnc1Oc1ccc(Cl)cc1
35. O=C1CCN(S(=O)(=O)c2ccccc2)CCN1CCOCc1ccc(Cl)cc1
36. S=C(Nc1ccccc1)N1CCN(C/C=C/c2ccccc2)CC1
compound no.	31	32	33	34	35	36
tim23-1 inh	-2	21	3	14	8	18
GRIN3A LBD mod	0	2	-4	-1	1	1
UPR CHOP act	-2.5	0.7	0.7	0.4	1.2	0.6
TIM10 inh	10	9	5	18	-1	5
NLRP3 yeast inh	-3	27	22	22	16	31
XBP1 UPR activ	3	-4	1	-2	-3	1
Mdm2-MdmX inh	-5	2	12	22	3	17
APJ agonist	-4	2	2	-5	-3	-2
tim10-1 inh	28	21	7	17	3	-8

37. O=c1[nH]c(CSc2nc3ccccc3s2)nc2cc(Cl)ccc12
38. COc1ccc(NC(=O)/C(C#N)=C/c2ccc3c(c2)n(C)c(=O)n3C)cc1
39. CCc1cc2c(nc1CC)CCN(CC/C(C)=N/OC[C@H]1O[C@H](c3ccccc3)C=C[C@@H]1Oc1ccc(OC)cc1)C2
40. COc1ccccc1CNC(=O)CSc1ccc(-c2cccs2)nn1
41. O=C(Nc1ccccc1)C(=O)Nc1ccccn1
42. O=Cc1ccc(Oc2ccc(F)cc2)nc1
compound no.	37	38	39	40	41	42
tim23-1 inh	23	-18	17	3	15	21
GRIN3A LBD mod	nt	-1	nt	1	0	-1
UPR CHOP act	1.2	-0.7	3.7	-2.4	-5.2	1.5
TIM10 inh	15	-7	15	16	12	-3
NLRP3 yeast inh	22	1	11	-5	40	12
XBP1 UPR activ	-1	-3	-1	0	-7	1
Mdm2-MdmX inh	2	24	54*	-4	-28	3
APJ agonist	1	-1	-5	2	1	-5
tim10-1 inh	21	27	19	8	-1	12

Single records, as listed above. Order of values: tim23-1 inh	GRIN3A LBD mod	UPR CHOP act	TIM10 inh	NLRP3 yeast inh	XBP1 UPR activ	Mdm2-MdmX inh	APJ agonist	tim10-1 inh
Cc1ccc(S(=O)(=O)N2CCC(C(=O)N3CC(C)OC(C)C3)CC2)cc1 (stereo not drawn) in the list: 3	0	1.9	1	8	-3	13	-2	-12
CC(=O)N1c2ccccc2-c2nc3ccccc3n2C1C (stereo not drawn) in the list: 15	-1	2.0	13	22	-5	41	-2	3

New compounds follow.
43. Cc1cccc(C)c1NC(=O)Cn1nnc(-c2ccc(N3CCOCC3)cc2)n1
44. COCc1cc(C)nc(SCC(=O)Oc2ccccc2)c1C#N
45. CN(CC(=O)Nc1ccc(Cl)c(C(F)(F)F)c1)C(=O)CCCNC(=O)c1ccc(Cl)cc1
46. O=C(CCCn1c(=S)[nH]c2cc3c(cc2c1=O)OCO3)N1CCN(c2ncccn2)CC1
47. O=C(Nc1cc2c(cc1C(=O)O)OCCCO2)c1ccc(F)cc1F
48. NC(=O)c1ccc(=O)n(Cc2ccc(Cl)cc2Cl)c1
compound no.	43	44	45	46	47	48
tim23-1 inh	-19	4	22	-8	2	8
GRIN3A LBD mod	-5	-1	-10	-2	-1	0
UPR CHOP act	-3.2	-0.1	4.3	-2.6	-0.4	0.7
TIM10 inh	-16	3	6	-4	8	11
NLRP3 yeast inh	-4	-5	7	5	26	7
XBP1 UPR activ	0	-1	-2	-1	4	0
Mdm2-MdmX inh	70*	4	15	12	14	9
APJ agonist	0	0	-3	-3	-3	-4
tim10-1 inh	0	21	4	26	-8	-12

GRIN3A LBD mod: entries above that show a hit.
| entry | Structure | GRIN3A LBD mod | TIM10 inh | NLRP3 yeast inh | XBP1 UPR activ | Mdm2-MdmX inh |
| --- | --- | --- | --- | --- | --- | --- |
| 8 | O=C(Nc1ccc(S(=O)(=O)N2CCCC2)cc1)c1cccc(OC(F)F)c1 | 19* | 10 | 3 | -1 | 27 |

Additional results follow.
49. C#CCOC(=O)C1C2C=CC(C2)C1C(=O)O (stereo not drawn)
50. O=C(CN1C(=O)NC2(CCc3ccccc32)C1=O)Nc1cccc(Cl)c1 (stereo not drawn)
51. CCOc1ccc(/C=N/NC2=NCCCCC2)cc1
52. Cc1c(Cl)cccc1NC(=S)Nc1ccc(S(=O)(=O)Nc2ncccn2)cc1
53. COc1ccc(CC(=O)OCC(=O)Nc2ncc(Cl)cc2Cl)cc1OC
54. CC(=O)Nc1ccc(NC(=O)c2ccccc2CC[N+](=O)[O-])cc1
55. CC(C)c1nnc(NC(=O)C2CCCN2C(=O)Nc2cccc(Cl)c2)s1 (stereo not drawn)
compound no.	49	50	51	52	53	54	55
tim23-1 inh	-8	10	-4	19	18	1	21
GRIN3A LBD mod	-1	-2	-2	-1	-1	-2	-2
UPR CHOP act	7.7	0.6	0.6	-1.8	-0.6	-0.2	2.2
TIM10 inh	-9	0	2	0	-12	9	-11
NLRP3 yeast inh	16	6	-6	11	10	16	-10
XBP1 UPR activ	2	-3	-1	-1	0	-4	4
Mdm2-MdmX inh	-7	12	6	12	-4	23	8
APJ agonist	-3	-2	-4	-8	4	2	-3
tim10-1 inh	-12	15	-8	-3	3	-1	14

Assay outcomes from PubChem.
